Screening data: PubChem, Johns Hopkins Ion Channel Center
CHT allo act – allosteric activators of human choline transporter CHT; B-score at 10 µM; hit rate 0.49% among 310,000; CHT-expressing cells, membrane potential dye, choline EC20; stronger effect = higher value; LV-AA mutant CHT in HEK293 cells; Q9GZV3;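 active = initial fluorescence not abnormally high and integrated response B-score, plate-corrected, over 3 SD above library mean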
Target sequence (Q9GZV3 whole entry, looked up): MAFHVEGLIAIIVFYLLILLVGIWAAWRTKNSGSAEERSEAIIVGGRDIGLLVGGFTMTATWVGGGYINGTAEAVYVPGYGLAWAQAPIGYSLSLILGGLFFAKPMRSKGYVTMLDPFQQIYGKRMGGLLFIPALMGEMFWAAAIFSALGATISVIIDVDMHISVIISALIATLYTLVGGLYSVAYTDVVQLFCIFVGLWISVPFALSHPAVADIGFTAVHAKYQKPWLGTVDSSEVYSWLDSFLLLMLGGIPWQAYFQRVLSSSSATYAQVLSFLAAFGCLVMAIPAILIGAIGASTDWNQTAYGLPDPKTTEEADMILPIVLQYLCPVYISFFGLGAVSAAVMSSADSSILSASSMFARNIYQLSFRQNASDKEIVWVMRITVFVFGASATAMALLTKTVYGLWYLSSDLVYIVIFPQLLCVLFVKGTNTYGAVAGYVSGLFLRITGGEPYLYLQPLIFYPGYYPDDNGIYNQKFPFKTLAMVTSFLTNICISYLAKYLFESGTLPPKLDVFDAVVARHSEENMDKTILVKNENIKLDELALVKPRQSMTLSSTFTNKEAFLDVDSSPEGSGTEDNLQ
CHT block – inhibits the human high affinity choline transporter | B-score at 10 µM | hit rate 0.86% among 310,000 | AID 488975 | CHT-expressing cells, membrane potential dye, choline response; stronger effect = lower value | Q9GZV3;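 active = B-score over 3 SD under the library average, and starting fluorescence ratio not unusually high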;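 note: choline stimulus applied at its EC90 after an EC20 pre-addition; B-score computed on integrated fluorescence ratio after choline addition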
Calls only; i = inactive.

mol	CHT allo act	CHT block
CCCCCC(=O)Nc1ccc(C(=O)CN2C(=O)NC3(CCCCCC3)C2=O)cc1	i	i
Cn1c(Cc2ccccc2)nnc1SCC(=O)c1ccc(Br)s1	i	i
CCCN(CCC)CCN1C(=O)C2C(C(=O)Nc3ccc(C)cc3)C3C=CC2(O3)C1C(=O)NC1CCCCC1 (configuration not stated)	i	i
COc1cc(C(=O)NCc2cn3ccsc3n2)cc(OC)c1OC	i	i
Cc1c(C(=O)OCC(=O)Nc2cccc(S(N)(=O)=O)c2)oc2c1ccc1ccccc12	i	i
COc1ccc(OC)c(N)c1	i	i
CCOC(=O)C1=C(C)N=c2s/c(=C/c3ccc(OCC(=O)O)cc3)c(=O)n2C1c1ccc(F)cc1 (configuration not stated)	i	i
Cc1cc(C)c(S(=O)(=O)c2cccc(Cl)c2)c(=O)[nH]1	i	i
CSc1ccc(-c2nc(O)c3cnccn23)cc1	i	i
O=C(COC(=O)Cn1nnc2ccccc21)NC1CCCC1	i	i
CCOc1ccc(N(CC(=O)OC)S(=O)(=O)c2ccc(OC)c(OC)c2)cc1	i	i
COc1ccc(CN2CCN(C(=O)c3cccc4ccccc34)CC2)c(OC)c1OC	i	i
CCc1ccccc1NC(=O)c1ccc(S(=O)(=O)NCC2CCCO2)cc1 (configuration not stated)	i	i
O=C(NNc1c2ccccc2nc2ccccc12)c1ccc(Cl)cc1	i	i
O=c1c2ccccc2ncn1CCOCCOc1cccc(Br)c1	i	i
Cc1occc1-c1nnc(SCC(=O)NCC2CCCO2)n1C (configuration not stated)	i	i
O=C(NCc1ccc(OC(F)(F)F)cc1)C1CC(c2ccc(C(F)(F)F)cc2)=NO1 (configuration not stated)	i	i
COc1ccccc1NC(=O)c1cnc(SCC(=O)NCCc2ccccc2)n(C)c1=O	i	i
CN(Cc1ccccc1)C(=O)C1CCC(CNS(=O)(=O)c2cccc3cccnc23)CC1 (configuration not stated)	i	i
C[N+](C)(CCCCCC[N+](C)(C)CCCN1C(=O)c2cccc3cccc(c23)C1=O)CCCN1C(=O)c2cccc3cccc(c23)C1=O	i	i
Cc1nc2c(-c3ccc(Cl)cc3)cnn2c2c1CCC2	i	i
NS(=O)(=O)c1ccc(Nc2nc(-c3ccccc3)cs2)cc1	i	i
Cc1ccc(O)c(NC(=O)c2ccc3c(c2)C(=O)N(Cc2ccco2)C3=O)c1	i	i
O=C(Cn1c(=O)oc2cc(S(=O)(=O)N3CCCCCC3)ccc21)NC1CCCCCCC1	i	i
COc1ccc(CNC(=O)CC2(CC(=O)O)CCCCC2)cc1	i	i

New compounds follow.
mol	CHT allo act	CHT block
CC(C)(Oc1ccc(Cl)cc1)C(=O)Nc1ccc2oc(=O)ccc2c1	i	i
C=CCOC(=O)C1=C(C)NC(SCC(N)=O)=C(C#N)C1c1ccc(C)cc1 (configuration not stated)	i	i
Cc1ccc(/C=c2/sc3nnc(-c4ccccc4Cl)n3c2=O)o1	i	i
Cc1nc2ccccn2c1C(=O)NNC(=S)Nc1ccccc1	i	i
CCN1CCN(c2nc3c(C)cccn3c(=O)c2/C=C(\C#N)S(=O)(=O)c2ccc(Cl)cc2)CC1	i	i
CCOc1ccc(-n2c(Cc3cc(=O)[nH]c(=O)[nH]3)nnc2SCc2cccnc2)cc1	i	i
COc1ccc(-n2c(-c3ccco3)nc3c(cnn3-c3ccccc3C)c2=O)cc1	i	i
CCOc1ccc(Nc2oc(-c3cccs3)nc2C#N)cc1	i	i
CC1CC(C)CN(CCCNC(=O)Cn2ncn3cccc3c2=O)C1 (configuration not stated)	i	i
Cc1ccc(C)c(C(C)NC(=S)NCc2ccc(F)cc2)c1 (configuration not stated)	i	i
Cc1ccc(CN2[C@@H]3c4ccccc4C[C@@H]3OCCS2(=O)=O)cc1	i	i
N/C(=N\OC(=O)C(c1ccccc1)c1ccccc1)c1ccncc1	i	i
CC1CCCC(C)N1C(=O)c1ccc2c(c1)S(=O)(=O)c1ccccc1C2=O (configuration not stated)	i	i
COc1ccc(/C=C2\Oc3cc(OC(=O)N4CCOCC4)ccc3C2=O)cc1	i	i
C=C(C)COc1ccc(-c2nc(N)ncc2Oc2ccccc2OC)c(O)c1	i	i
CC(C)(C)C(=O)Nc1cccc(-c2nc3ccccc3[nH]2)c1	i	i
c1ccc(C2CCC(N3CCC(N4CCCCC4)CC3)CC2)cc1 (configuration not stated)	i	i
CCOc1ccc(C(C)=O)cc1COC(=O)C1=COCCO1	i	i
OCCC1CN(Cc2cccc3c2OCO3)CCN1C1CCCC1 (configuration not stated)	i	i
CC(C)N1CC(C(=O)Nc2cccc([N+](=O)[O-])c2)CC1=O (configuration not stated)	i	i
O=C1c2ccccc2-c2nnc(-c3ccc(O)cc3)cc21	i	i
CC(=O)Nc1ccccc1OCC(=O)NC(C)c1ccccc1 (configuration not stated)	i	i
Cc1ccc(NC(=S)N(CCCN2CCOCC2)Cc2ccco2)cc1Cl	i	i
CC1(C)CC(=O)/C(=C(\O)CCCN2C(=O)c3ccccc3C2=O)C(=NCCO)C1	i	i
CC(C(Sc1ccccc1N)c1ccccc1)[N+](=O)[O-] (configuration not stated)	i	i

Going on with the list.
mol	CHT allo act	CHT block
CCCCCCCCCCCC(=O)N1CC(=O)NC(=O)C1	i	i
O=C1CC(C(=O)NCc2ccccc2)N=C(N2CCCCC2)N1 (configuration not stated)	i	i
COc1ccc(N/N=C(\C#N)C(=N)N2CCOCC2)cc1	i	i
NS(=O)(=O)c1ccc(CCNC(=O)CSc2ccc(Cl)cc2)cc1	i	i
CNc1ncnc2sc(-c3ccccc3)cc12	i	i
O=C(NCC(=O)N(CC1CCCO1)C(C(=O)NC1CCCCC1)c1ccccc1)c1cccs1 (configuration not stated)	i	i
Oc1ccc(CN2CCN(c3ccccc3)CC2)c2cccnc12	i	i
Cn1cc(C(=O)c2ccc(Cl)cc2Cl)cc1C(=O)O	i	i
COc1ccc(S(=O)(=O)c2ccc(O)cc2)cc1	i	i
COc1ccc(S(=O)(=O)N2CCN(CCCOc3ccc(F)cc3)CC2)cc1OC	i	i
COCCCNC(=O)c1ccc2c(=O)n(Cc3ccc(OC)cc3)c(=O)[nH]c2c1	i	i
COc1ccc(C(=O)COC(=O)CCN2C(=O)[C@@H]3[C@H](C2=O)[C@@H]2C[C@H]3C(Br)C2Br)cc1 (some centres not stated)	i	i
Cc1cc(NC(=O)Cn2nc(C(F)(F)F)c3c2CCCC3)no1	i	i
Cc1cc(S(=O)(=O)NCCc2ccccc2)ccc1-n1cnnn1	i	i
Cc1cc(C)c2nc(-c3ccccn3)cc(C(=O)Nc3ccc(S(=O)(=O)Nc4onc(C)c4C)cc3)c2c1	i	i
O=C(Nc1ncc(Cc2cccc([N+](=O)[O-])c2)s1)c1ccco1	i	i
CCN(CCN(C)C)C(=O)Cn1ncc2c1-c1cc(C)ccc1OC2	i	i
Nc1cc(=O)[nH]c(SCC(=O)Nc2ccc(S(=O)(=O)N3CCOCC3)cc2)n1	i	i
CCCCOC(=O)c1ccc(NC(=O)C(=O)NCc2cccnc2)cc1	i	i
C=CCN1CC(=O)N2C(C)c3[nH]c4ccccc4c3C[C@H]2C1=O (some centres not stated)	i	i
C/C(=N\NS(=O)(=O)c1ccc(C)c([N+](=O)[O-])c1)c1cc2ccccc2o1	i	i
CCN(CC)c1ccc(CN2CCC(C(=O)NCc3ccc(C)cc3)CC2)cc1	i	i
COc1ccc(NC(=O)Cn2nnc(-c3ccccc3NC(=O)c3ccco3)n2)cc1	i	i
COc1ccc(NC(=O)CCNS(=O)(=O)c2ccc(Cl)c([N+](=O)[O-])c2)cc1S(N)(=O)=O	i	i
CCCCCC[C@@H]([C@@H](C)O)n1cnc2c(N)ncnc21	i	i

Structural class: those above containing a CF3 group.
mol	CHT allo act	CHT block
O=C(NCc1ccc(OC(F)(F)F)cc1)C1CC(c2ccc(C(F)(F)F)cc2)=NO1 (configuration not stated)	i	i
Cc1cc(NC(=O)Cn2nc(C(F)(F)F)c3c2CCCC3)no1	i	i

Two of these compounds, reformatted.
Cc1cc(S(=O)(=O)NCCc2ccccc2)ccc1-n1cnnn1
  CHT allo act: i | CHT block: i

Cc1cc(C)c2nc(-c3ccccn3)cc(C(=O)Nc3ccc(S(=O)(=O)Nc4onc(C)c4C)cc3)c2c1
  CHT allo act: i | CHT block: i

Next section:
mol	CHT allo act	CHT block
Cc1ccc(-c2nnn(CC(=O)N(CC(=O)NCc3ccccc3)c3cccc(C)c3C)n2)o1	i	i
COc1ccc(OCCC(=O)OCC(=O)NC(=O)NC(C)(C)C)cc1	i	i
CC(=O)c1ccc(NC(=O)c2ccn(C(=O)OCC(C)C)n2)cc1	i	i
CCCn1c(C)nc2cc(Cl)c(N3CCN(c4nc(-c5ccc(C)cc5)cs4)CC3)cc21	i	i
COc1ccccc1C(=O)NC(=O)OCCn1c(C)cnc1[N+](=O)[O-]	i	i
CCN(CC(=O)Nc1ccccc1C(F)(F)F)C(=O)c1oc2ccc(OC)cc2c1C	i	i
N#C/C=C/C(=C\Nc1ccc(Cl)cc1)S(=O)(=O)c1ccccc1	i	i
COc1ccc(NC(=O)CNC(c2ccccc2)c2ccccc2)cc1Cl	i	i
Cc1ccc(-c2nnc(NC(=O)c3ccco3)o2)c(C)c1	i	i
Cc1ccsc1/C=N\Nc1cn[nH]c(=O)c1Cl	i	i
CCC(=O)Nc1nnc(S(=O)(=O)N2CCCC2)s1	i	i
COc1ccc(-n2c(Cc3cccn3C)nnc2SCC(=O)NCCc2ccccc2)cc1	i	i
Cc1oc(-c2ccc(Cl)cc2)nc1CS(=O)CC(=O)NCCN1CCCCCC1 (configuration not stated)	i	i
Cc1ccc(-c2nc3cc(N)ccc3o2)c(C)c1	i	i
Cc1ccn2c(=O)cc(C)nc2c1	i	i
Cc1sc2c(c1C)c(=O)n(-c1cccc(C(F)(F)F)c1)c(=O)n2CC(=O)NCc1ccco1	i	i
CCOc1ccc(NC(=O)CCc2nnc3ccc(N4CCC(C)CC4)nn23)cc1	i	i
N#Cc1cccc(NC(=O)Cn2c3[n+](c4ccc(C(F)(F)F)cc42)CCCCC3)c1	i	i
O=C1NCCCC2c3c(cc(Br)c(O)c3Br)OC12N1CCOCC1 (configuration not stated)	i	i
CSc1nc(O)c(C(c2ccccc2)c2c(O)nc(SC)[nH]c2=O)c(=O)[nH]1	i	i
O=C(CN1CCCC1)Nc1ccc(Br)cc1	i	i
CCCCCNC(=O)CCn1c(=O)oc2ccccc21	i	i
COC(=O)CSc1nnc(-c2ccc(S(=O)(=O)N3CCC(C)CC3)cc2)o1	i	i
CC(NC(=O)c1ccc2c(=O)n3c(nc2c1)CCC3)c1ccc(S(N)(=O)=O)cc1 (configuration not stated)	i	i
CS(=O)(=O)N1N=C(c2ccccc2)CC1c1ccc2c(c1)OCO2 (configuration not stated)	i	i

Continued.
smiles,CHT allo act,CHT block
CN(C)c1nnc(-c2ccc(Cl)cc2)o1,i,i
CCCN(CC1CC1)C(=S)Nc1ccccc1F,i,i
Cc1cc(Br)c2nc3c(c(C(=O)O)c2c1)CCCCC3,i,i
COc1ccc(NC(=O)C2=C(C)NC(=S)NC2c2ccc(O)c(OC)c2)cc1 (configuration not stated),i,i
CNC(=S)N(CCc1c(C)[nH]c2ccccc12)Cc1cc(OC)c(OC)c(OC)c1,i,i
Cc1ccc(NC(=O)CCn2cc(C(F)(F)F)ccc2=O)cc1,i,i
CN(C)CCC(=O)c1ccc2c(c1)OCO2,i,i
O=C1CC(NS(=O)(=O)c2cccnc2)CN1c1ccccc1 (configuration not stated),i,i
CCOc1ccc2nc(Cl)c(C3CC(c4ccccc4)=NN3C(=O)c3cccs3)cc2c1 (configuration not stated),i,i
COc1cccc(OC)c1C(=O)Nc1ccc(C(=O)NCc2ccccc2)cc1,i,i
COC(=O)c1ccc(NC(=O)c2nc(S(=O)(=O)Cc3cccc(C)c3)ncc2Cl)cc1,i,i
CCOc1ccc(OCCN2C(=O)c3ccccc3C2=O)cc1,i,i
CC(=O)N1CCN(CCN=CC2=C(O)CC(c3ccco3)CC2=O)CC1 (configuration not stated),i,i
c1cnc(SCCOc2cccc3ccccc23)nc1,i,i
Cc1ccc(S(=O)(=O)N(C)c2ccccc2)cc1,i,i
CCC1CCCCN1C(=O)N[C@@H](CCSC)C(=O)OC (some centres not stated),i,i
COc1ccccc1NS(=O)(=O)c1cccc(NC(=O)Nc2cccc(Cl)c2)c1,i,i
COc1nc(N)nc2nc[nH]c12,i,i
Cc1nnc(SCC(=O)Nc2nccs2)s1,i,i
CC1(c2ccccc2Cl)NC(=O)N(CC(=O)Nc2cccnc2Cl)C1=O (configuration not stated),i,i

More results:
smiles,CHT allo act,CHT block
COc1ccc(C)cc1NC(=O)CN(C)S(=O)(=O)c1cc(C)ccc1OC,i,i
CCCCNC(=S)N(C)/N=C/c1ccc(OCC(=O)Nc2ccc(OC)cc2)c(OC)c1,i,i
CC(C)c1ccc(C(=O)NCCCc2ccccc2)cc1,i,i
CS(=O)(=O)N1CCC(Oc2ccccc2C(=O)NC2CCCCCC2)CC1,i,i
Nc1nnn(CC(=O)N/N=C/C=C/c2ccccc2)n1,i,i

Four of the compounds above, with values under each structure.
Value order: CHT allo act	CHT block
CCCCNC(=S)N(C)/N=C/c1ccc(OCC(=O)Nc2ccc(OC)cc2)c(OC)c1
  i	i
CC(C)c1ccc(C(=O)NCCCc2ccccc2)cc1
  i	i
CS(=O)(=O)N1CCC(Oc2ccccc2C(=O)NC2CCCCCC2)CC1
  i	i
Nc1nnn(CC(=O)N/N=C/C=C/c2ccccc2)n1
  i	i
